High-throughput results (PubChem BioAssay)
KOR beta-arrestin-1: KOR antagonists, beta-arrestin recruitment, cell-based, luminescence, uHTS (AID 1778). inhibition, % at 10 µM, or IC50 in µM where a hit was titrated. Kappa-type opioid receptor (Homo sapiens). 290,000 compounds, 0.091% hits. KOR beta-arrestin recruitment, luminescence, antagonist mode; higher % means a stronger effect; note: strong numbers were not always called active
HIV peptide binding: inhibitors of HIV fusion peptide binding, primary screen, biochemical, uHTS, fluorescence dequenching (AID 1986); 290,000 compounds, 0.3% hits; inhibition, % at 20 µM; hits with a dose series show IC50 in µM; cell-free peptide binding, fluorescence dequenching, 30 min; higher % means a stronger effect; in the data active = inhibition mostly above about 52%, no sharp cut-off; inactive = mostly below about 76%; note: some results filed as inactive read as strong as hits
SV40 large T antigen: SV40 large T antigen inhibitors, biochemical (AID 1903); one-dose inhibition, % at 20 µM; IC50 in µM for titrated hits; 310,000 compounds, 0.39% hits; SV40 large T antigen ATPase/helicase inhibition assay; higher % means a stronger effect; in the data active = a potency from the dose series; inconclusive = inhibition mostly from about 32% at the one dose, without a potency; inactive = the rest, 99 in 100 with inhibition below about 32%; note: strong numbers were not always called active
KOR beta-arrestin-2: KOR agonists, beta-arrestin recruitment, primary screen, cell-based, luminescence, uHTS (AID 1777); Kappa-type opioid receptor (Homo sapiens); KOR beta-arrestin recruitment, luminescence; higher % means a stronger effect; one-dose activation, % at 10 µM; EC50 in µM for titrated hits; 280,000 compounds, 0.02% hits; in the data active = activation above about 50%, passing the limit was not always enough; note: a part of the inactive calls stands beside numbers as strong as those of hits
NOD2 inhibition: NOD2 signaling inhibitors, cell-based, luminescence, uHTS, HEK293 (AID 1566); HEK293 NOD2/NF-kB luciferase reporter, luminescence; higher % means a stronger effect; 290,000 compounds, 0.63% hits; inhibition, % at 4 µM, or EC50 in µM where a hit was titrated; note: many of its hits are not listed in these tables
Rac1 GTP hydrolysis: MgcRacGAP GTPase-activating activity inhibitors, confirmation, biochemical, ADP Hunter fluorescence | 340,000 compounds, 0.6% hits | inhibition, % at 30 µM, or IC50 in µM where a hit was titrated | MgcRacGAP-stimulated Rac1 GTP hydrolysis, ADP Hunter fluorescence; higher % means a stronger effect; GST-tagged Rac1 F28L mutant substrate;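 active = first-screen hits whose inhibition reached a set limit at any dose in the follow-up dose series; inconclusive = inhibition above the set first-screen limit but never retested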;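 note: fluorescence reports GDP produced by GAP-driven GTP hydrolysis; strong numbers were not always called active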
GPR55 antagonists: GPR55 antagonists blocking LPI-driven arrestin recruitment, primary screen, imaging, U2OS, beta-arrestin-GFP, LPI agonist (AID 2013); one-dose inhibition, % at 10 µM; IC50 in µM for titrated hits; 290,000 compounds, 0.13% hits; U2OS GPR55 beta-arrestin-GFP translocation imaging, LPI antagonism; higher % means a stronger effect; G-protein coupled receptor 55 (Homo sapiens);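 active = spots per cell inhibited over 60%, with over 100 cells counted and total cytoplasm intensity under 500,000; inconclusive = wells with under 100 cells, flagged as likely toxic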;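 note: U2OS cells stably carrying GPR55 and arrestin-GFP stimulated by 5 µM LPI near EC80; imaged beta-arrestin-GFP aggregate spots per cell after agonist stimulation; plate controls were LPI-stimulated DMSO wells for no effect and DMSO wells without LPI for full effect; some results filed as inactive read as strong as hits; confirmed hits need IC50 under 10 µM and bright autofluorescent wells are also inconclusive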
NOD1 inhibition: NOD1 signaling inhibitors, primary screen, cell-based, luminescence, uHTS (AID 1578) | inhibition, % at 4 µM, or EC50 in µM where a hit was titrated | NOD1-driven NF-kB luciferase reporter cells, luminescence; higher % means a stronger effect | 290,000 compounds, 1% hits; in the data active = inhibition mostly above about 36%, no sharp cut-off; inactive = mostly below about 34%;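 note: HEK-293T reporter cells stimulated with the NOD1 agonist gamma-tri-DAP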
GPR55 activation: GPR55 agonists via beta-arrestin recruitment, primary screen, imaging, U2OS cells, beta-arrestin-GFP redistribution (AID 1961); G-protein coupled receptor 55 (Homo sapiens); U2OS GPR55 beta-arrestin-GFP redistribution imaging; higher % means a stronger effect; 290,000 compounds, 0.048% hits; activation, % at 10 µM; hits with a dose series show EC50 in µM;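 active = activation above 40% with more than 50 cells counted in the well; inconclusive = wells holding fewer than 50 cells, flagged as toxic or sparse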;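 note: U2OS osteosarcoma cells stably expressing GPR55 and beta-arrestin-GFP; plate controls were DMSO negative control for no effect and LPI positive control for full effect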
* hit, by the source's call; ? = inconclusive; · = no result given; [ ] = dose if it differs, or a comment. Cut-off read from the data, not from the text of the source, unless noted: active = inhibition above about 50%; inactive = the rest. This is a subset, so the mix of outcomes need not match the whole.

SMILES	KOR beta-arrestin-1	HIV peptide binding	SV40 large T antigen	KOR beta-arrestin-2	NOD2 inhibition	Rac1 GTP hydrolysis	GPR55 antagonists	NOD1 inhibition	GPR55 activation
COc1cccc(C2NC(=O)NC(C)=C2C(=O)Nc2ccccc2C)c1 (stereo not drawn)	2%	2.0%	1%	-6.5%	-9%	·	3%	-8%	-0.2%
COc1cccc(OC)c1C(=O)Nc1cccc(C(=O)Nc2cccc(C(=O)O)c2)c1	-32%	-0.3%	5%	3.2%	17%	6%	-4%	-14%	-0.3%
CCCN1CCN(C(=O)Cn2nc(CC)n3c(cc4sccc43)c2=O)CC1	-12%[20 µM]	-1.1%	·	-5.2%	11%	7%	9%	-21%	0.6%
Cc1ccc(-c2nnn(CC(=O)N(CC3CCCO3)C(C(=O)NC(C)(C)C)c3ccc(F)cc3)n2)o1 (stereo not drawn)	16%	2.6%	17%	-2.9%	12%	-3%	13%	-37%	0.2%
COc1ccc(-n2cccc2/C=C2/NC(=O)N(c3cccc(Cl)c3)C2=O)cc1	20%	11%	4%	2.5%	-6%	5%	1%	-30%	0.5%
COc1cc(CN2CCN(S(=O)(=O)c3ccccc3)CC2)cc(OC)c1OC	3%	1.6%	7%	1.3%	14%	17%	-7%	27%	-0.2%
Cc1cc(C)c2c(-n3cccc3)c(NC(=O)OCc3ccccc3)sc2n1	23%	4.2%	2%	-5.6%	15%	17%	0%	23%	0.3%
Clc1ccc(N/N=C/c2cccs2)nn1	3%	-3.9%	4%	-2.7%	0%	9%	-6%	-27%	0.2%
Cc1ccc(Sc2cnccc2C#N)cc1	0%	-2.9%	5%	1.2%	-3%	-14%	0%	12%	0.2%
NS(=O)(=O)c1ccc(N/N=C/c2ccc(O)cc2O)c([N+](=O)[O-])c1	0%	-5.4%	14%	4.9%	17%	22%	12%	-7%	-0.3%
CC1CCN(C(C)C(=O)Nc2ccccc2-c2ccccc2)CC1 (stereo not drawn)	9%	14%	11%	0.6%	12%	23%	21%	0%	-0.1%
Cc1ccc(-c2nnc(N3CCCCC3)c3ccccc23)cc1S(=O)(=O)N1CCN(C)CC1	-19%	-1.3%	8%	3.9%	0%	9%	-3%	12%	-2.3%
Cc1cccc(NC(=O)Nc2cnccn2)c1C	-5%	-2.2%	25%	2.3%	-1%	7%	13%	28%	-0.1%
CC(C)Oc1ccccc1C1NC(=O)CCC1[N+](=O)[O-] (stereo not drawn)	-22%	-1.5%	6%	1.4%	-3%	3%	-12%	13%	0.2%
COC(=O)c1cc(S(=O)(=O)NCc2cccc(OC)c2)cn1C	17%[20 µM]	-1.3%	·	-3.4%	12%	4%	-12%	-10%	-0.3%
CC(=O)CCc1oc2ccc([N+](=O)[O-])cc2c1-c1ccc(C)o1	-31%[20 µM]	-0.1%	8%	·	13%	7%	-3%	-18%	0.3%
Cn1nccc1C(=O)N1CCc2ccccc21	-2%	-0.1%	3%	2.2%	-8%	8%	-4%	-31%	-0.3%
CCOCCc1nnc(NC(=O)CSc2ccccc2)s1	22%	-0.7%	1%	-4.0%	-2%	9%	3%	1%	-0.3%
COc1ccc2c(Cl)c(C(=O)OCC(=O)c3ccc4c(c3)NC(=O)CO4)sc2c1Cl	-108%	1.4%	·	13%	-4%	3%	4%	-13%	0.0%
CC(C)CCC(=O)N1CCOC1=O	-39%[20 µM]	-0.1%	13%	-3.4%	-5%	8%	3%	-9%	-0.1%
CS(=O)(=O)N1CCC(C(=O)Nc2ccc(F)cc2F)CC1	-24%	-0.6%	2%	-2.7%	9%	4%	5%	-11%	-0.5%
COCCN(CC1CCCN(C2Cc3ccccc3C2)C1)C(=O)c1cccs1 (stereo not drawn)	7%	-1.3%	12%	0.6%	-4%	10%	6%	-43%	-0.1%
CCOC(=O)C1(O)CC(C)=NN1C(=O)c1cccc(Br)c1 (stereo not drawn)	-12%	-1.1%	0%	0.3%	2%	0%	6%	-25%	-0.3%
CCc1nnc(NC(=O)C2CCCN2C(=O)Nc2ccccc2OC)s1 (stereo not drawn)	-23%	-0.3%	11%	4.4%	-9%	4%	7%	-12%	-0.2%
OCCn1c(C(F)(F)F)nc2ccccc21	-43%	0.3%	1%	5.1%	9%	0%	-20%	-29%	-0.3%

Next section, starting with the last 3 of the part before.
SMILES	KOR beta-arrestin-1	HIV peptide binding	SV40 large T antigen	KOR beta-arrestin-2	NOD2 inhibition	Rac1 GTP hydrolysis	GPR55 antagonists	NOD1 inhibition	GPR55 activation
CCOC(=O)C1(O)CC(C)=NN1C(=O)c1cccc(Br)c1 (stereo not drawn)	-12%	-1.1%	0%	0.3%	2%	0%	6%	-25%	-0.3%
CCc1nnc(NC(=O)C2CCCN2C(=O)Nc2ccccc2OC)s1 (stereo not drawn)	-23%	-0.3%	11%	4.4%	-9%	4%	7%	-12%	-0.2%
OCCn1c(C(F)(F)F)nc2ccccc21	-43%	0.3%	1%	5.1%	9%	0%	-20%	-29%	-0.3%
Cc1sc(NC(=O)c2ccc(Cl)s2)c(C(N)=O)c1C	-21%	0.9%	-2%	4.2%	-95%	6%	-6%	-30%	-0.1%
COc1ccc(Cl)cc1C(=O)Nn1cnc2ccccc2c1=O	-22%	4.2%	6%	1.2%	12%	16%	35%	-2%	-0.3%
Cc1c(NC(=O)c2ccc3ncccc3c2)c(=O)n(-c2ccccc2)n1C	5%	-4.1%	7%	-1.3%	0%	4%	-8%	-2%	-0.1%
CC1=C(C#N)C(=O)N(C)C(C)(C)C1	2%	-1.3%	-10%	-0.3%	-4%	9%	-5%	-12%	-0.1%
CC1CC(C)CN(C(=O)c2ccc3nc[nH]c3c2)C1 (stereo not drawn)	25%	0.2%	10%	-1.2%	-4%	5%	14%	-30%	0.0%
CCC(=O)Nc1cccc(C2=NOC3(C2)C[C@@H](C(N)=O)N(C(=O)CC(c2ccccc2)c2ccccc2)C3)c1 (stereo partly drawn)	31%	-0.4%	11%	3.2%	18%	3%	-4%	2%	-0.1%
COc1ccc2c(c1OC)C(=O)N1c3ccccc3C(=O)N(c3ccccc3)C21 (stereo not drawn)	-44%	1.6%	18%	-1.1%	-1%	13%	16%	-3%	0.5%
Nc1c(C(=O)N2CCCC2)sc2nc3c(cc12)CCCCCC3	-33%	-1.8%	5%	-0.2%	-47%	6%	-8%	-53%	-0.3%
CS(=O)(=O)Nc1ccc2c(c1)OCC(=O)N2Cc1ccccc1	-37%[20 µM]	-0.8%	1%	-5.2%	22%	4%	-4%	-6%	0.6%
Cc1cc(N)ccc1N1CCCC1	19%	-9.3%	11%	-0.9%	10%	?	14%	-2%	-2.3%
Cc1ccc(CSc2nnc(-c3ccncc3)n2C)cc1	-1%	1.9%	0%	0.3%	13%	-2%	10%	4%	-0.1%
Cc1cc2c3nonc3ccc2n1C	-14%	13%	10%	2.3%	15%	5%	9%	20%	0.3%
CSc1nnc(-c2ccc(S(=O)(=O)N3CCOCC3)cc2)n1CC1CCCO1 (stereo not drawn)	-14%	-0.2%	6%	0.8%	-9%	4%	6%	-6%	-0.2%
COC(=O)c1cc(OC)c(OC)cc1NC(=O)CN1CCCCC1	-24%	2.1%	2%	6.7%	7%	-2%	7%	·	-0.2%
Cc1ccc(/C=N/NC(=O)CN2CCN(Cc3ccccc3Cl)CC2)o1	10%	-0.3%	9%	-1.8%	21%	9%	-12%	4%	0.0%
COC(=O)C1=CN(c2cccc(C)c2)C=C(C(=O)OC)C1c1cc(OC)c(O)c([N+](=O)[O-])c1	-32%	21%	6%	3.9%	2%	6%	25%	-1%	-0.1%
Cc1[nH]c2ccccc2c1C(=O)C(=O)NCCc1c[nH]c2ccccc12	-10%	0.7%	5%	-2.5%	4%	6%	2%	-27%	-0.2%
CCN1CCN(c2ccc(NC(=O)COc3ccccc3Cl)cc2)CC1	-5%	2.4%	15%	-9.1%	-4%	8%	-2%	-14%	-0.2%
CCN1N=C(C)C=C(c2ccccc2)n2c1nc1ccccc12	7%	-2.4%	11%	·	20%	-7%	2%	-4%	-0.1%
CCCCN(C(=O)CCCSc1nc2ccccc2[nH]1)c1c(N)n(Cc2ccccc2)c(=O)[nH]c1=O	0%	0.6%	3%	0.7%	5%	7%	6%	-36%	0.4%
Cc1ccccc1C(=O)N/N=C/c1ccncc1	-3%	-1.7%	17%	1.6%	-30%	3%	11%	-2%	-0.1%
Cn1c(=O)n(C)c2cc(NS(=O)(=O)c3ccc(C(C)(C)C)cc3)ccc21	15%	-0.9%	8%	1.3%	21%	7%	-12%	30%	-0.3%
CCCCN(C(=O)c1cc(CC)c(C)s1)c1c(N)n(CC(C)C)c(=O)[nH]c1=O	10%	0.5%	3%	-0.3%	4%	6%	-5%	-28%	0.0%
Cc1cccc(C)c1-n1c(C)nn(CC#N)c1=O	-4%	1.0%	5%	1.7%	0%	3%	-2%	-34%	0.1%
CCC(=O)Nc1ccc2c(c1)C(=O)c1ccccc1C2=O	-55%	-1.6%	3%	5.4%	-164%	4%	3%	·	-0.1%
CS(=O)(=O)N(CC(=O)NCCSCc1ccccc1)c1ccccc1F	8%	-0.9%	8%	-6.3%	4%	5%	0%	-36%	0.2%
COc1cc(C(=O)NCC2(c3ccccc3)CCCC2)ccc1OC(C)C	-1%	-0.8%	7%	-7.7%	-5%	-131%	-9%	-2%	0.7%
O=C(COC(=O)c1ccc(Cl)nc1)NC(=O)c1ccccc1	-12%	2.6%	-6%	6.8%	8%	9%	-4%	6%	-0.1%

A draw from above in order of molar mass, low to high:
SMILES	KOR beta-arrestin-1	HIV peptide binding	SV40 large T antigen	KOR beta-arrestin-2	NOD2 inhibition	Rac1 GTP hydrolysis	GPR55 antagonists	NOD1 inhibition	GPR55 activation
Cc1ccc(CSc2nnc(-c3ccncc3)n2C)cc1	-1%	1.9%	0%	0.3%	13%	-2%	10%	4%	-0.1%
COc1ccc(Cl)cc1C(=O)Nn1cnc2ccccc2c1=O	-22%	4.2%	6%	1.2%	12%	16%	35%	-2%	-0.3%
CS(=O)(=O)N(CC(=O)NCCSCc1ccccc1)c1ccccc1F	8%	-0.9%	8%	-6.3%	4%	5%	0%	-36%	0.2%
